GPR7 antag = GPR7 receptor antagonists, primary screen, cell-based, fluorescence, single concentration; GPR7-expressing cells, fluorescence antagonist assay; inhibition, % at 4.4 µM; 1.1% of 290,000 active; in the data active = inhibition above about 16%, passing the limit was not always enough;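 note: cells stimulated with the agonist NPW; 0% = agonist with vehicle and 100% = vehicle without agonist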
PHOSPHO1 inh = PubChem AID 1565; inhibition, % at 13.3 µM; 1.1% of 290,000 active; recombinant PHOSPHO1, absorbance phosphatase assay; in the data active = inhibition above about 60%
p-CIP stab down = p/CIP-EGFP fusion destabilizers, primary screen, fluorescence, F442A cells | AID 1984, 2009 | 16 h | 0.01% of 290,000 active | decrease of EGFP signal, % at 10 µM;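 active = EGFP signal decrease of at least 30% at 10 µM or well 3 SD below plate mean, unless failing retest; inactive = the rest, including hits failing retest or dose response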; note: some compounds called inactive have numbers as strong as hits; many of its hits are not listed in these tables
NALP1 yeast inh = NALP1 inflammasome inhibitors in reconstituted yeast, colorimetric, S. cerevisiae, triplicate retest | 0.61% of 280,000 active | S. cerevisiae NALP1/ASC/caspase-1 growth, X-gal OD620, 72 h | inhibition, % at 10 µM | AID 2071, 2009; in the data active = inhibition mostly above about 24%, no sharp cut-off; inactive = mostly below about 32%; note: some compounds called inactive have numbers as strong as hits
VIM-2 inh = VIM-2 metallo-beta-lactamase inhibitors, primary screen, biochemical, epi-absorbance readout, Pseudomonas aeruginosa enzyme; AID 1527, 2009; inhibition, % at 5.6 µM; purified VIM-2, nitrocefin hydrolysis, epi-absorbance fluorescence; 0.89% of 290,000 active;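 active = inhibition above the mean of all tested compounds plus 3 SD, cutoff set per screening run, cut at about 7.5% in these data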;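 note: red hydrolysis product quenches plate fluorescence so inhibitors raise well fluorescence; 0% = enzyme with DMSO and 100% = DMSO without enzyme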
IDE inh = human IDE inhibitors in live cells, primary screen, fluorescence polarization, HEK cells, FAbetaB substrate; Insulin-degrading enzyme (Homo sapiens), P14735; FAbetaB cleavage; inhibition, % at 5.59 µM; 0.41% of 320,000 active; AID 434962, 2010;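 active = percent inhibition above the average of all tested compounds plus 3 SD, set per screening campaign, cut at about 16% in these data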;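 note: IDE supplied by intact live HEK cells; FP after avidin binding of uncleaved biotin substrate so inhibition keeps polarization high; 0% = DMSO wells and 100% = 60 µM reference IDE inhibitor Ii1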
M18AAP inhibitor = PfM18AAP inhibitors, malaria aminopeptidase, primary screen, biochemical, QFRET, recombinant enzyme. M18 aspartyl aminopeptidase (Plasmodium falciparum 3D7). H-Glu-NHMec fluorogenic cleavage. inhibition, % at 7.35 µM. 1.2% of 290,000 active. AID 1822, 2009;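 active = inhibition above the campaign mean inhibition over all tested compounds plus 3 SD, cut at about 28% in these data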;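 note: 0% = plate median of test compound wells and 100% = 2 mM ZnCl2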
IMP-1 inh = IMP-1 metallo-beta-lactamase inhibitors, primary screen, biochemical, epi-absorbance readout, Pseudomonas aeruginosa enzyme; inhibition, % at 5.6 µM; metallo-beta-lactamase IMP-1 (Pseudomonas aeruginosa); purified IMP-1, nitrocefin hydrolysis, epi-absorbance fluorescence; 0.45% of 290,000 active;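 active = inhibition above the mean plus 3 SD of all compounds in the same screening run, cut at about 4.5% in these data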;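 note: 0% = IMP-1 with DMSO and 100% = DMSO wells lacking enzyme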
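Test system: recombinant IMP-1 enzyme, purified / Medium: HEPES buffer pH 7.1 with ZnSO4 and Brij 35 / Doses: single dose, 5.6 µM / Times: 25 °C, 15 min preincubation, 25 min reaction / Detection: Epi-absorbance via hydrolysed-nitrocefin quenching of white-plate fluorescence, 480/530 nm, EDTA stop / Evaluation: percent inhibition from optical density relative to buffer-blank wells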
IDE act = human IDE activators in live cells, primary screen, fluorescence polarization, HEK cells, FAbeta-B substrate | activation, % at 5.96 µM | AID 493087, 2011 | 0.073% of 340,000 active | FAbeta-B cleavage; 0% vehicle, 100% cell-free pure enzyme wells | Insulin-degrading enzyme (Homo sapiens), P14735;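 active = activation above the mean of all tested compounds plus 3 SD, set per screening campaign, cut at about 17% in these data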
* marks the source's active call; other numbers are inactive results; . = not tested or not shown.

#1 CCN1CCCC1Cn1cnc2c([nH]c3cc(OC)ccc32)c1=O (centres undefined)
#2 CC1CN=C(c2cccn2Cc2ccc(F)cc2Cl)O1 (centres undefined)
#3 Cc1cccnc1NC(=O)c1ccc2nc(N)sc2c1
#4 COc1ccc(Cl)cc1S(=O)(=O)N1CCCc2ccccc21
#5 Cc1cc(NC(=O)Nc2cc(Cl)ccc2C)no1
#6 COc1ccc(CC(O)COS(N)(=O)=O)cc1 (centres undefined)
assay / entry	1	2	3	4	5	6
GPR7 antag	-6	-17	-3	-2	-4	-8
PHOSPHO1 inh	18	-2	20	38	20	32
p-CIP stab down	3	-11	2	-2	14	6
NALP1 yeast inh	3	11	10	23	12	4
VIM-2 inh	-2.8	-4.2	-3.0	-1.8	-0.8	-2.3
IDE inh	6	-4	1	-5	6	3
M18AAP inhibitor	-4	3	-5	-2	-2	10
IMP-1 inh	-2.7	-4.6	-5.1	-0.4	-3.5	-1.5
IDE act	-2	-3	0	7	-2	2

Rewritten with values under each structure: 6 of the compounds above
Each structure is followed by: GPR7 antag, PHOSPHO1 inh, p-CIP stab down, NALP1 yeast inh, VIM-2 inh, IDE inh, M18AAP inhibitor, IMP-1 inh, IDE act
1. CCN1CCCC1Cn1cnc2c([nH]c3cc(OC)ccc32)c1=O (centres undefined)
→ -6, 18, 3, 3, -2.8, 6, -4, -2.7, -2
2. CC1CN=C(c2cccn2Cc2ccc(F)cc2Cl)O1 (centres undefined)
→ -17, -2, -11, 11, -4.2, -4, 3, -4.6, -3
3. Cc1cccnc1NC(=O)c1ccc2nc(N)sc2c1
→ -3, 20, 2, 10, -3.0, 1, -5, -5.1, 0
4. COc1ccc(Cl)cc1S(=O)(=O)N1CCCc2ccccc21
→ -2, 38, -2, 23, -1.8, -5, -2, -0.4, 7
5. Cc1cc(NC(=O)Nc2cc(Cl)ccc2C)no1
→ -4, 20, 14, 12, -0.8, 6, -2, -3.5, -2
6. COc1ccc(CC(O)COS(N)(=O)=O)cc1 (centres undefined)
→ -8, 32, 6, 4, -2.3, 3, 10, -1.5, 2

Additional structures:
#7 COc1ccc(Cc2nc3ccc(C(=O)N(C)CCO)cc3o2)cc1
#8 COc1ccc(N2C(=O)C3CCCN3C2c2cccs2)cc1 (centres undefined)
#9 CCOC(=O)CN(C(=O)CSc1nnc(COc2ccc(OC)cc2)n1C)c1ccccc1
#10 C=CCn1c(-c2ccc(OC)cc2)nc2nc3ccccc3nc21
#11 Cc1cc(F)ccc1S(=O)(=O)N1CCCOC1CNC(=O)C(=O)NCc1ccccn1 (centres undefined)
#12 COc1ccc(S(=O)(=O)N2CCN(Cc3cc(OC)c(O)c(OC)c3)CC2)cc1
assay / entry	7	8	9	10	11	12
GPR7 antag	-1	13	3	-8	-15	-2
PHOSPHO1 inh	19	-7	74*	-11	51	.
p-CIP stab down	-13	-14	-7	-3	-4	-16
NALP1 yeast inh	7	12	13	12	9	.
VIM-2 inh	-3.9	-1.4	-1.8	-2.7	-4.7	-3.1
IDE inh	0	-2	2	3	-3	7
M18AAP inhibitor	-25	6	-4	4	4	13
IMP-1 inh	-3.2	-3.7	-1.1	-4.9	-3.9	-5.7
IDE act	2	3	-1	8	-3	0

#13 CCOCCCn1c(=S)[nH]c2cc(C(=O)NCCc3ccccc3)ccc2c1=O
#14 CCNC(=S)N1CCN(c2nc(CC)nc3sc4c(c23)CCCC4)CC1
#15 Cn1nc(C(F)(F)F)c2cc(NC(=O)OCc3ccc(C(C)(C)C)cc3)sc21
#16 CCOC(=O)C(C)Oc1ccsc1C(=O)OC (centres undefined)
#17 Cc1cccn2c(=O)c3cc(C#N)c(=NC(=O)c4cccs4)n(CCCOC(C)C)c3nc12
#18 O=C(CNS(=O)(=O)c1ccc(C(=O)N2CCCCC2)cc1)N1CCCCC1
assay / entry	13	14	15	16	17	18
GPR7 antag	-13	-13	16	-3	-8	-8
PHOSPHO1 inh	4	52	2	32	-28	-42
p-CIP stab down	-4	-7	-7	3	14	-15
NALP1 yeast inh	-3	6	19	-6	4	8
VIM-2 inh	-4.3	-1.9	-2.0	-1.2	1.4	0.1
IDE inh	6	3	.	1	8	-4
M18AAP inhibitor	2	4	10	-5	5	-9
IMP-1 inh	-5.5	-2.4	-2.0	-2.1	-1.3	-2.6
IDE act	2	1	4	.	-2	2

#19 CCCCCN1C2=NCCN2c2ccccc21
#20 CCOC(=O)C1CN(S(=O)(=O)c2cccs2)c2ccc(CC(=O)OC)cc2O1 (centres undefined)
#21 CCOC(=O)CSc1nnc(CNC(=O)c2ccc(OC)cc2)n1-c1ccc(OC)cc1
#22 CCN(CC)S(=O)(=O)c1ccc2nnn(OCC(=O)Nc3cccc(C#N)c3)c2c1
#23 CC(=O)c1cccc(Nc2c([N+](=O)[O-])c(=O)oc3ccccc23)c1
#24 CCN(CC)S(=O)(=O)c1ccc(C(=O)NN(C)C2=NS(=O)(=O)c3ccccc32)cc1
assay / entry	19	20	21	22	23	24
GPR7 antag	-8	-13	-12	-2	-15	0
PHOSPHO1 inh	-1	38	36	-7	42	-13
p-CIP stab down	-10	5	-1	-6	1	13
NALP1 yeast inh	9	9	-4	-2	.	16
VIM-2 inh	-2.7	-2.6	-4.6	1.0	-1.0	1.9
IDE inh	-1	0	-3	-1	-6	5
M18AAP inhibitor	-1	6	-2	-3	-2	0
IMP-1 inh	1.0	-2.0	-4.5	0.7	-1.2	-3.5
IDE act	2	3	-5	5	-1	-3

#25 O=C1CSC(=Nc2cccc(C(=O)O)c2)N1
#26 O=C(CCc1ccccc1)N=C1SC2CS(=O)(=O)CC2N1Cc1ccc(F)cc1 (centres undefined)
#27 O=C(Nc1nnc(-c2cccs2)s1)C1CC1
#28 CC(C)CCN(C)C1CCN(S(=O)(=O)c2cccc(C(F)(F)F)c2)CC1
#29 O=C(c1ccccc1)N1CCN=C1c1ccccc1
#30 Cc1cc(Cl)ccc1OCCCC(=O)NN
assay / entry	25	26	27	28	29	30
GPR7 antag	-11	-9	-14	8	-3	-6
PHOSPHO1 inh	15	40	24	4	4	42
p-CIP stab down	-1	8	0	-23	4	-3
NALP1 yeast inh	23	19	16	11	38	-8
VIM-2 inh	-0.8	-4.5	0.7	-3.6	0.3	-5.0
IDE inh	-2	1	0	6	3	0
M18AAP inhibitor	5	1	7	0	-12	4
IMP-1 inh	-2.5	-1.9	-3.5	-3.0	-2.2	-4.0
IDE act	6	-4	4	1	1	0

Printed as active in PHOSPHO1 inh (from the list above):
#9 CCOC(=O)CN(C(=O)CSc1nnc(COc2ccc(OC)cc2)n1C)c1ccccc1
assay / entry	9
GPR7 antag	3
PHOSPHO1 inh	74*
p-CIP stab down	-7
NALP1 yeast inh	13
VIM-2 inh	-1.8
IDE inh	2
M18AAP inhibitor	-4
IMP-1 inh	-1.1
IDE act	-1

Going on with the list:
#31 CCOc1cc(NC(=S)Nc2ccccc2)c(OCC)cc1NC(=O)c1ccc(OC)cc1
#32 CCC(=O)Nc1ccc(C(=O)OCc2ccc(Cl)c(Cl)c2)cc1
#33 CCc1nc2ccccc2n(CC)c1=O
#34 CCc1ccc(NC(=O)Cn2c(=O)oc3cc(S(=O)(=O)N4CCOCC4)ccc32)cc1
#35 N#CC1=C(N)c2ccccc2CC12CCCCC2
#36 COc1cc(/C=C2/S/C(=N/S(=O)(=O)c3ccccc3)NC2=O)c([N+](=O)[O-])cc1OC
assay / entry	31	32	33	34	35	36
GPR7 antag	-4	3	-11	-7	-13	-9
PHOSPHO1 inh	28	-12	5	-1	10	71*
p-CIP stab down	-6	0	-12	-10	-4	-1
NALP1 yeast inh	13	6	-6	27	-5	3
VIM-2 inh	-1.1	-4.3	-3.6	-3.6	3.2	-1.1
IDE inh	-6	3	-5	-1	-2	8
M18AAP inhibitor	11	4	-2	3	4	3
IMP-1 inh	-1.5	-3.1	1.7	-3.4	-0.2	-2.0
IDE act	3	-3	-7	-6	2	-4

#37 CC(C)(C)NCC(O)Cn1cc(C=O)c2ccccc21 (centres undefined)
#38 OCC[C@@H]1C[C@H](O)[C@@H](O)[C@@]2(Cc3ccccc3O2)O1
#39 NC(=O)c1ccc2c(=O)n3c(-c4cc(Cl)c(N)c(Cl)c4)csc3nc2c1
#40 COc1ccc(C(O)c2coc3ccc(O)c(CN(C)C)c23)cc1 (centres undefined)
#41 Cc1ccc(OCCNC(=O)c2cc(-n3cnnc3)ccc2Cl)cc1C
#42 CCOc1ncccc1C(=O)OCC(=O)c1cccs1
assay / entry	37	38	39	40	41	42
GPR7 antag	1	-1	.	-12	-12	-14
PHOSPHO1 inh	43	36	11	-27	35	-4
p-CIP stab down	-3	0	-12	8	-4	-1
NALP1 yeast inh	-21	17	.	10	31	6
VIM-2 inh	-2.5	-0.7	.	-1.0	-1.4	-1.7
IDE inh	-2	1	1	8	-1	-1
M18AAP inhibitor	4	-1	.	-4	3	-3
IMP-1 inh	-1.9	-2.0	.	-3.8	-2.4	1.7
IDE act	7	4	1	1	3	0

#43 COc1ccc([N+](=O)[O-])cc1/C=N/NC(=O)CNC(=O)c1cccc(F)c1
#44 CCOC(=O)c1ccc(NC(=O)CCC(CC)C(=O)O)cc1 (centres undefined)
#45 COc1ccccc1-c1c(C)nn2c(N3CCCCCC3)cc(C)nc12
#46 O=c1oc(-c2ccccc2F)nc2c1cnn2-c1ccccc1
#47 Cc1onc(-c2c(F)cccc2Cl)c1C(=O)N1CCc2ccccc21
#48 CSc1ccccc1C(=O)C1CCCN(S(=O)(=O)c2c(C)noc2C)C1 (centres undefined)
assay / entry	43	44	45	46	47	48
GPR7 antag	-11	-11	-3	-2	-2	-7
PHOSPHO1 inh	-12	-42	-3	3	-18	16
p-CIP stab down	-4	8	-2	-2	-14	7
NALP1 yeast inh	37	11	25	7	24	12
VIM-2 inh	-6.4	0.6	-3.3	-4.5	-1.4	0.1
IDE inh	-2	4	2	0	-5	9
M18AAP inhibitor	5	0	1	-11	-3	0
IMP-1 inh	-4.2	1.0	-3.9	-4.5	0.1	-4.2
IDE act	5	2	-3	3	6	-1

The order is random; overall some 5.3% were active at least once.
